Pin1 inh – inhibitors of human Pin1. Potency, µM (doses to about 115 µM), inactives show top-dose activity, negative = inhibition, hits mostly inhibitors. AID 504891. 0.009% of 390,000 active. Q13526. Pin1 FP peptide displacement, HiFluor488, 10 min; active = well fitted inhibition curve with a large enough effect in the polarisation, with a control signal flat, not every such curve was filed as active; inconclusive = small, poorly fitted or top-dose-only effect, or effect the other way, or a change in a side signal; inactive = no such curve, though single readings can be large or run the other way; the % refers to the polarisation; note: % is set by controls: 0 for no effect and ±100 for the full control effect
BAZ2B inh – blocks human BAZ2B; Q9UIF8; AlphaScreen BAZ2B-H3K14Ac peptide displacement; Potency, µM (doses to about 114 µM), for inactives: at the highest dose activity change, negative = inhibition, hits mostly inhibitors; 4.4% of 360,000 active; note: % is set by controls: 0 for no effect and ±100 for the full control effect; nearly all actives have a fitted effect of over 60% in size
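BAZ2B 50 nM plus b-H3(5-23)K14Ac 50 nM, PBS pH 7.4/0.01% Tween-20, 30 min RT; compound added (max 110 uM), 30 min RT; streptavidin donor/Ni-chelate acceptor beads 10 ug/mL final, 20 min dark; AlphaScreen read.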
Pol iota inh – inhibitors of human DNA polymerase iota. Q9UNA4. Pol iota fluorescent replication assay, 10 min. Potency, µM (top dose mostly 115 µM), inactives show at the highest dose activity, negative = inhibition, actives largely listed as inhibitors. 1% of 390,000 active. AID 588590
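Fluorescent replication assay read twice, at 0 min and 10 min after adding 50 nM (final) substrate. Enzyme (10 nM) and compounds were first incubated 15 min at room temperature; enzyme-free buffer wells were negative controls.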
HP1b binding inh – blocks HP1-beta chromodomain binding to methylated histone tails. 0.56% of 390,000 active. AlphaScreen HP1-beta / biotin-H3K9me3 peptide binding. P83916. Potency, µM (doses to about 114 µM), without a hit: at the top dose activity change, negative = inhibition, most hits filed as inhibitors; note: nearly all actives have a fitted effect of over 70% in size; inactives centre near 23
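AlphaScreen: HP1-beta (50 nM) preformed 30 min with biotin-H3(1-18)K9me3 peptide (50 nM) in PBS pH 7.4, 0.01% Tween-20. Compound added for 30 min at RT, then streptavidin donor/nickel chelate acceptor beads (10 ug/mL) for 30 min.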
PGK inhibitor – blocks T. brucei phosphoglycerate kinase; P07378; PGK/GAPDH coupled, Kinase-Glo luminescence, 60 min; AID 602233; 0.043% of 380,000 active; Potency, µM (series often up to 57.5 µM), without a hit: at the top dose activity change, negative = inhibition, actives largely listed as inhibitors; note: % is set by controls: 0 for no effect and ±100 for the full control effect; nearly all actives have a fitted effect of over 60% in size
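Recombinant glycosomal PGK reaction used 1,3-bisphosphoglycerate generated in-well by GAPDH (100nM final) in 100mM TEA pH 7.6, 5mM MgCl2, 0.01% Tween-20. After 60 minutes at room temperature, ATP was read by Kinase-Glo Plus luminescence end-point.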
GLS inhibitor – inhibitors of human glutaminase (GLS). GLS enzymatic activity, qHTS titration. Potency, µM (titrated, usually from 45.5 µM), for inactives: at the highest dose activity change, negative = inhibition, hits mostly inhibitors. O94925. 0.21% of 410,000 active; note: % is set by controls: 0 for no effect and ±100 for the full control effect
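Assay buffer: 45 mM KH2PO4 pH 8.2, 0.02% Tween-20. hKGA acts on L-glutamine (1 mM solution added); product glutamate is reported by an oxidase/peroxidase Amplex Red coupling, with fluorescence taken at baseline and 30 min.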
JMJD2A Tudor inh – inhibitors of human JMJD2A Tudor domain; AlphaScreen JMJD2A-Tudor / H3K4me3 peptide binding; Potency, µM (highest dose often 114 µM), without a hit: at the top dose activity change, negative = inhibition, most hits filed as inhibitors; 4.4% of 390,000 active; AID 504339; note: % is set by controls: 0 for no effect and ±100 for the full control effect; nearly all actives have a fitted effect of over 50% in size
G9a block – G9a (human) methyltransferase inhibition. Q96KQ7. 8.8% of 350,000 active. G9a H3K9 monomethylation, AlphaScreen, 2 h. Potency, µM (top dose mostly 102 µM), inactives show top-dose activity, negative = inhibition, usual class: inhibitors; note: % is set by controls: 0 for no effect and ±100 for the full control effect; nearly all actives have a fitted effect of over 75% in size
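Step 1: enzyme (final 20 nM) with compound, 15 min RT. Step 2: substrate peptide 500 nM and SAM 20 uM, 2 h RT. Step 3: anti-H3K9me1 antibody and AlphaScreen beads, 10 min, then plate read.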
BLM helicase inh – Bloom syndrome helicase (human) inhibition; P54132; AID 2528; Potency, µM (titrated, usually from 56.1 µM), without a hit: at the top dose activity change, negative = inhibition, most hits filed as inhibitors; recombinant BLM DNA unwinding, fluorescence dequenching; 0.2% of 350,000 active;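 note: plate controls were vehicle for no effect and no enzyme for full effect; nearly all actives have a fitted effect of over 35% in size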
* hit, by the source's call; i = inactive; ? = inconclusive; / = not tested or not shown; & = joins results of further samples; [ ] = dose if it differs, or a comment. Unless noted, calls come from the whole dose curve; as a rule, active = well fitted curve in the direction sought with a large enough effect; inconclusive = small, poorly fitted or top-dose-only effect, or another doubt; inactive = no such curve, though single readings can be large; an effect the other way counts as inactive or inconclusive. Potency is the fitted concentration of half-maximal effect. An excerpt. The share of hits here may be higher or lower than overall.

SMILES | Pin1 inh | BAZ2B inh | Pol iota inh | HP1b binding inh | PGK inhibitor | GLS inhibitor | JMJD2A Tudor inh | G9a block | BLM helicase inh
O=C(Nc1cccnc1)c1cc2c(ccc3ccccc32)o1 | ? | 79µM* | 50µM* | 11% | -5% | 17% | 56µM* | ? | -14%
Cc1ccc(C2C=C(c3ccc(Cl)cc3)Nc3nc(NC(=O)CCC(=O)O)nn32)cc1 (stereo unspecified) | ? | 79µM* | 25% | 43%[activator] | -3% | ? | 79µM* | ? | 0%
CC1CCCCC1NC(=O)C(Cc1ccccc1)NS(=O)(=O)c1cccs1 (stereo unspecified) | 17% | 1% | -2% | 7% | i | 7% | -6% | 3% | 1%
CC(C)CNC(=O)C1C2C=CC(C2)C1C(=O)O (stereo unspecified) | -9% | -1% | 16% | 36% | -3% | -10% | -13% | 5%[59 µM] | 1%
O=[n+]1c2c(n([O-])c3cc(F)c(N4CCCC4)cc31)CCCC2 | ? | ? | ? | 1% | i | 7% | -10% | -47% | -10%
COC(=O)C(Cc1c[nH]c2ccccc12)NC(=O)c1cccc(S(=O)(=O)N2CCCCC2)c1 (stereo unspecified) | 2% | ? | ? | -14% | -4% | 5% | ? | ? | /
CCOc1cc(C(=O)NCc2nnc(SCC(=O)OC)n2C)cc(OCC)c1OCC | -3% | 9% | 14% | 34% | i | 1% | 12% | -49% | -4%
CCNc1nc(NCC)nc(N(C)n2cnnc2)n1 | -4% | 8% | -1% | 40% | -1% | -5% | 4% | 3%[59 µM] | 0%
CC(=O)Nc1ccc(NC(=O)C(C)OC(=O)c2cc(S(=O)(=O)N3CCOCC3)ccc2Cl)cc1 (stereo unspecified) | -1% | 1% | 22% | 27% | i | -11% | -10% | ? | /
CC(=O)c1cccc(S(=O)(=O)N(CCCO)Cc2cc3ccc(C)cc3[nH]c2=O)c1 | 0% | -2% | 3% | 52%[activator] | i | 0% | -9% | ? | 1%
Cc1ccc(N2CCCn3c2cc(C)c(C#N)c3=O)cc1Cl | -1% | -5% | -4% | 25% | -1% | 0% | -14% | -50%[59 µM] | -13%
Cc1ccc(Cc2nc3ccccc3nc2SCC(=O)N2CCC(C)CC2)cc1 | 13% | 34% | 15% | 57%[activator][57 µM] | 7% | 9% | 23% | 8%[59 µM] | -8%
O=C(COc1ccccc1Cl)NCCNC(=O)c1ccco1 | -1% | 6% | 22% | 15% | -1% | 1% | -7% | 6% | 1%
O=S(=O)(/C=C/c1ccccc1)N1CCc2ccccc2C1 | 5% | 18% | ? | 71%[activator] | -3% | 1% | 54%[activator] | 37%[activator] | -9%
Cc1cc(NC(=O)Cn2c(=O)nc(-c3ccccc3F)c3cc(Cl)ccc32)ccc1Br | -5% | 1% | -4% | 22% | 0% | -14% | -10% | -21%[59 µM] | -3%
O=C(Cn1ncc(Cl)c(Cl)c1=O)N1CCOCC1 | -3% | -3% | 43%[activator] | 35% | 2% | 0% | -16% | 11% | -4%
Cc1ccc(NC2CCCN(C(=O)CCC3=NNC(=O)CC3)C2)cc1C (stereo unspecified) | 7% | -10% | 9% | 23% | 0% | 17% | -7% | / | -2%
O=c1[nH]cnc2c1N=C(c1cccc([N+](=O)[O-])c1)CC(c1ccccc1)N2 (stereo unspecified) | -12% | ? | ? | 18% | -2% | 10% | -20% | -45% | -1%
COc1ccc(C(=O)n2nc(-c3ccco3)nc2N)cc1OC | 4% | -21% | 89%[activator] | 20% | 1% | 0% | -21% | ? | -5%
COc1ccc(NC(=O)c2c(Cl)n(C)c3ccccc23)cc1 | 4% | 10% | 26% | 33% | 0% | 0% | -4% | 24%[2.33 µM] | -4%
CCOC(=O)/C(N=Nc1sc(C(=O)OC)c(C)c1C(=O)OCC)=C(\O)CCl | 1% | ? | -11% | 11% | -9% | 20% | ? | ? | 0%
Cc1nc(C)c(-c2ccc(SCC(=O)Nc3ccc(F)c(F)c3)nn2)s1 | -3% | 0% | 8% | 21%[57 µM] | i | -2% | -24% | -2%[59 µM] | -3%
COc1cccc(NC(=S)C(C#N)=C2N(C)c3ccccc3N2C)c1 | 3% | -12% | 147%[activator] | 13% | 4% | 0% | -15% | ? | -1%
CC(=O)N1C(C(=O)O)Cc2c([nH]c3ccccc23)C1C (stereo unspecified) | 9% | -10% | 36%[activator] | 43%[activator] | -4% | -5% | -12% | / | 0%
CCOc1ccccc1NC(=O)c1cccc(NC(=O)C(C)C)c1 | -4% | -20% | -22% | 25% | -8% | -5% | -1% | -39% | -6%
CN1C(=O)C(CCC(=O)O)NC1=S (stereo unspecified) | 0% | -1% | 37%[activator] | 7%[57 µM] | -5% | -6% | -10% | 1% | -1%
COc1ccc(NS(=O)(=O)c2cc(NC(=O)/C=C/c3ccccc3OC)ccc2N2CCCCC2)cc1 | 0% | -20% | 4% | 12% | -7% | 1% | -11% | 9%[59 µM] | -5%
Cc1ccc(-n2cc(CCCCCCCCC(=O)O)nn2)cc1 | -10% | 3% | 27%&-25% | 38% | -3% | 4% | -19% | / | 2%
O=C1CC(NNc2ccccc2)C(=O)N1c1ccccc1 (stereo unspecified) | 5% | -17% | -8% | 5% | -4% | 5% | -33% | 8.9µM* | -4%
COC(=O)c1c(NC(=O)COC(=O)c2ccccc2O)sc2c1CCCCC2 | 2% | 32% | 92%[activator] | 14% | 3% | 15% | 3% | ? | 0%
CC(C)C(NC(=O)c1ccc(F)cc1)C(=O)N1CCN(c2ccccn2)CC1 (stereo unspecified) | 4% | / | -14% | 22% | -1% | -2% | -7% | / | /
C=CCSc1nc2ccccc2n1Cc1nnc(-c2cccs2)o1 | 19% | -25% | 9% | 20% | 1% | 20% | 2% | -42%[59 µM] | 0%
CC1=C(C(=O)OC(C)(C)C)C(c2ccc(Br)cc2)NC(=O)N1CCCC(=O)O (stereo unspecified) | -4% | -5% | 28% | 31% | -1% | 6% | -13% | 12% | 0%
COc1ccc2c(C)c(CCC(=O)NCc3cccc(Cl)c3)c(=O)oc2c1 | -1% | -14% | 1% | 27% | -10% | -1% | -9% | -1%[59 µM] | -7%
O=c1/c(=C/c2ccc(CNS(=O)(=O)c3ccccc3)o2)sc2n1CCN=2 | 15% | -32% | 35µM* | 25% | 9% | 1% | -25% | 40µM* | -12%
COc1ccc(-c2nnc3n2-c2ccccc2SC3)cc1OC | -8% | ? | -7% | 45%[activator] | i | -5% | -23% | ? | -4%

Part of the list above, in markdown:
| SMILES | Pin1 inh | BAZ2B inh | Pol iota inh | HP1b binding inh | PGK inhibitor | GLS inhibitor | JMJD2A Tudor inh | G9a block | BLM helicase inh |
| --- | --- | --- | --- | --- | --- | --- | --- | --- | --- |
| COc1ccc(NS(=O)(=O)c2cc(NC(=O)/C=C/c3ccccc3OC)ccc2N2CCCCC2)cc1 | 0% | -20% | 4% | 12% | -7% | 1% | -11% | 9%[59 µM] | -5% |
| Cc1ccc(-n2cc(CCCCCCCCC(=O)O)nn2)cc1 | -10% | 3% | 27%&-25% | 38% | -3% | 4% | -19% | / | 2% |
| O=C1CC(NNc2ccccc2)C(=O)N1c1ccccc1 (stereo unspecified) | 5% | -17% | -8% | 5% | -4% | 5% | -33% | 8.9µM* | -4% |
| COC(=O)c1c(NC(=O)COC(=O)c2ccccc2O)sc2c1CCCCC2 | 2% | 32% | 92%[activator] | 14% | 3% | 15% | 3% | ? | 0% |
| CC(C)C(NC(=O)c1ccc(F)cc1)C(=O)N1CCN(c2ccccn2)CC1 (stereo unspecified) | 4% | / | -14% | 22% | -1% | -2% | -7% | / | / |
| C=CCSc1nc2ccccc2n1Cc1nnc(-c2cccs2)o1 | 19% | -25% | 9% | 20% | 1% | 20% | 2% | -42%[59 µM] | 0% |
| CC1=C(C(=O)OC(C)(C)C)C(c2ccc(Br)cc2)NC(=O)N1CCCC(=O)O (stereo unspecified) | -4% | -5% | 28% | 31% | -1% | 6% | -13% | 12% | 0% |
| COc1ccc2c(C)c(CCC(=O)NCc3cccc(Cl)c3)c(=O)oc2c1 | -1% | -14% | 1% | 27% | -10% | -1% | -9% | -1%[59 µM] | -7% |
| O=c1/c(=C/c2ccc(CNS(=O)(=O)c3ccccc3)o2)sc2n1CCN=2 | 15% | -32% | 35µM* | 25% | 9% | 1% | -25% | 40µM* | -12% |
| COc1ccc(-c2nnc3n2-c2ccccc2SC3)cc1OC | -8% | ? | -7% | 45%[activator] | i | -5% | -23% | ? | -4% |

New compounds follow:
SMILES | Pin1 inh | BAZ2B inh | Pol iota inh | HP1b binding inh | PGK inhibitor | GLS inhibitor | JMJD2A Tudor inh | G9a block | BLM helicase inh
CC(C[N+](C)(C)C)OC(N)=O (stereo unspecified) | -1% | 8% | 7% | 26% | 0% | -3%&0% | -10% | 18%[59 µM] | 1%&4%&5%
COc1ccc(C2=NN(C(C)=O)CC2c2cccc([N+](=O)[O-])c2)cc1 (stereo unspecified) | -13% | -31% | 12% | 2%[57 µM] | -4% | 12% | -27% | 20%[59 µM] | -3%
O=C(CN1CC[C@@]2(O)CCCC[C@H]2[C@@H]1c1ccc(F)cc1)NCc1ccco1 | ? | -18% | -10% | -9% | -8% | -13% | -13% | -1%[12.7 µM] | -4%
CN(C)S(=O)(=O)c1cccc(C(=O)Nc2ccc(C(=O)Nc3cccc(S(N)(=O)=O)c3)cc2)c1 | 0% | / | -25% | 9%[57 µM] | -7% | -11% | -23% | / | /
O=C(CC1CCCC1)Nc1cc(C(F)(F)F)ccc1-n1cncn1 | 13% | -5% | -3% | 40%[activator] | i | -2% | -2% | -16%[59 µM] | /
O=C1CC(C2CCCO2)C(=O)N1c1ccc(Cl)c(Cl)c1 (stereo unspecified) | 1% | -16% | 22% | 36% | 6% | 1% | -5% | -4% | -2%
Cc1cc(N2CCN(c3ccc(F)cc3)CC2)nc(-c2ccccc2)n1 | 7% | -11% | -9% | 10% | i | 0% | -32% | -22%[59 µM] | -7%
